D2 antagonist: D2 dopamine receptor (human) antagonism. HEK293 TREx D2 cells, calcium flux, dopamine EC80. P14416. AID 485344. 2% of 340,000 active. inhibition, % at 10 µM; in the data active means inhibition above about 30%; further: 0% is about no effect
Target sequence (P14416 whole entry, looked up): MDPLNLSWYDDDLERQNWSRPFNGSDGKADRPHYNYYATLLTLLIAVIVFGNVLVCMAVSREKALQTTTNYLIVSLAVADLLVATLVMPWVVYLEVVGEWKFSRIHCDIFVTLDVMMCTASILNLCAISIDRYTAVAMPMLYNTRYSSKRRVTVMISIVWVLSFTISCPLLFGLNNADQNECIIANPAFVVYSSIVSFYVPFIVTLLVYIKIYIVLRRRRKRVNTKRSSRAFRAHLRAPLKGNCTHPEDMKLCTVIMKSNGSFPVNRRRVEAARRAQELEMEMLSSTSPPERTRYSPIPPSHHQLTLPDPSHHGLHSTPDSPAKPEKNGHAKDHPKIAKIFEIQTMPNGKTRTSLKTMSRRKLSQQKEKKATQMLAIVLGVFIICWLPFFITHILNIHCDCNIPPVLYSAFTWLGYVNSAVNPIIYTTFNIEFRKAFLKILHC
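Calcium mobilization kinetics were recorded at 1 s intervals in tetracycline-induced HEK293 T-REx D2 cells, first for 180 s after compound addition and then 180 s after EC80 dopamine.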
RXFP1 antag: RXFP1 (human) relaxin receptor antagonism; Q9HBX9; HEK293-RXFP1, relaxin-stimulated cAMP HTRF, 30 min; hits give low values; activity change, negative = inhibition, % at 57.5 µM; 0.59% of 350,000 active; AID 1259400;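 active means activity change of -60% or lower, but not beyond a set lower limit; inconclusive means change between -60% and -40%, or beyond the set limit; inactive means change above -40%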; further: on the % scale 0 is the no-effect control and ±100 the full control effect
D1 antag: human D1 dopamine receptor antagonism; P21728; 3.2% of 360,000 active; activity change, negative = inhibition, % at 10 µM; HEK293 TREx D1 cells, calcium flux, dopamine EC80; hits give low values; AID 504652; in the data active means activity change below about -30%; further: on the % scale 0 is the no-effect control and ±100 the full control effect
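Antagonism measured as reduced calcium response to an EC80 dopamine addition following 180 s compound pre-read; cells were inducible HEK293 Trex D1 plated overnight at 30 C, read kinetically at 1 cycle/sec.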
RXFP1 agonist: activates the human relaxin receptor RXFP1; 0.3% of 370,000 active; Potency, µM (doses to about 57.5 µM), inactives show top-dose activation, most hits filed as activators; HEK293T-RXFP1 cAMP TR-FRET, 30 min; response scale: percent of porcine relaxin response, buffer zero; active means well fitted activation curve with a large enough effect; inconclusive means small, poorly fitted or top-dose-only effect; further: potency means the concentration at half of the fitted maximal effect; on the % scale 0 is the no-effect control and ±100 the full control effect; nearly all actives have a fitted effect of over 60% in size; many of its hits are not listed in these tables
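HEK293T cells stably expressing RXFP1 were pretreated with the PDE4 inhibitor Ro 20174, exposed to compounds for 30 min at 37C, lysed, and cAMP was read by TR-FRET. Data normalized to buffer (basal) and 29 nM porcine relaxin (100%).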
D1 agonist: agonists of human D1 dopamine receptor. AID 504660. P21728. 1% of 360,000 active. HEK293 T-REx D1 cells, calcium flux, agonist mode. activation, % at 2 µM; in the data active means activation above about 30%; further: 0% is about no effect
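Tetracycline-induced HEK293 TREx D1 cells, force-coupled to calcium signalling, were dye-loaded with a no-wash calcium kit. Compound was pin-added after a 10 s baseline. Fluorescence was read kinetically at 1 cycle/s for 180 s, with calcium rises flagged as agonism.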
D2 ag: agonists of human D2 dopamine receptor. activation, % at 2 µM. 0.53% of 340,000 active. HEK293 T-REx D2 cells, calcium flux agonist mode. AID 485358;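 active means activation over 3 SD above normal in the single-dose calcium agonist read, cut at about 30% in these data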; further: 0% is about no effect
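In this primary screen, compounds producing a positive calcium signal within 180 s of addition to tetracycline-induced, force-coupled HEK293 Trex D2 cells are flagged; cells are dye-loaded with a no-wash calcium kit beforehand.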
D1 PAM: enhances dopamine response at the human D1 receptor; P21728; HEK293 TREx D1 cells, calcium flux, dopamine EC20 potentiation; potentiation, % at 10 µM; 0.036% of 360,000 active; AID 504651; in the data active means potentiation above about 30%; further: 0% is about no effect
TRHR PAM: allosteric enhancers of human TRH receptor; TRHR cells, fluo-8 calcium fluorescence, EC20 TRH enhancement; enhancement, % at 2 µM; AID 493056; P34981; 0.66% of 360,000 active; in the data active means enhancement above about 30%; further: 0% is about no effect
Target sequence (P34981 whole entry, looked up): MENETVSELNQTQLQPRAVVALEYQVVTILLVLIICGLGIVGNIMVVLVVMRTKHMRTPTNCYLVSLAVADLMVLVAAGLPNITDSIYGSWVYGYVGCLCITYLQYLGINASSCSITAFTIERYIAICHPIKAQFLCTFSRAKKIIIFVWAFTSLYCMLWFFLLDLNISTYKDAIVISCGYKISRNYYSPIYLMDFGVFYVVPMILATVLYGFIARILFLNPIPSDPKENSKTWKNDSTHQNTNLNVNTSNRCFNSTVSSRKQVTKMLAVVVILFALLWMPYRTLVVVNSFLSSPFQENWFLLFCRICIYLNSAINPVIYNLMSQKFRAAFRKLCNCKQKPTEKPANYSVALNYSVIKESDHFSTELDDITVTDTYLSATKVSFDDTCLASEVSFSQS
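TRHR-expressing cells loaded with fluo-8 calcium dye were read kinetically (ex 480/em 530) during compound addition, then stimulated with an EC20 of TRH (10 nM final). Enhancement of the Gq-mediated intracellular calcium response was scored.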
D2 potentiator: positive allosteric modulators of human D2 dopamine receptor; P14416; HEK293 T-REx D2, calcium flux, EC20 dopamine potentiation; potentiation, % at 10 µM; 0.34% of 340,000 active; AID 485347;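 active means potentiation over 3 SD above the plate norm, cut at about 30% in these data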; further: 0% is about no effect
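Using a no-wash calcium dye in inducible, force-coupled HEK293 Trex cells expressing D2, we tracked fluorescence each second for 180 s after compound, then for 180 s after EC20 dopamine to detect augmented signalling.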
* = called active by the depositor; ? = inconclusive; · = not tested or not shown; & = joins results of further samples.

SMILES | D2 antagonist | RXFP1 antag | D1 antag | RXFP1 agonist | D1 agonist | D2 ag | D1 PAM | TRHR PAM | D2 potentiator
CN(C)CCO[C@@H](c1ccc(Cl)cc1)c1ccccn1 | -3 | 5 | -6 | -1.5% | 3 | 0.2 | -1 | -5 | 1
Cc1cccc2cc(C#N)c(NCCNS(=O)(=O)c3ccc4c(c3)OCCO4)nc12 | 18 | 25 | -26 | 2.4% | 0 | 0.2 | -5 | -15 | 7
c1csc(-c2cc(N3CCCCC3)c3ccccc3n2)c1 | 2 | -8 | 29 | 0.0% | 3 | 0.9 | 19 | -1 | 22
CCN(CC)S(=O)(=O)c1ccc(/C=C/C(=O)Nc2ccc(N3CCOCC3)cc2)cc1 | -1 | -1 | 20 | 0.4% | 4 | 0.1 | -3 | -3 | -3
CC(C)OCCCN1CN(S(=O)(=O)c2cccs2)c2nc3ccccc3nc21 | -4 | -6 | -8 | ? | 8 | 0.1 | -4 | -3 | 2
Cc1ccc(NC(=O)CCC(=O)NNC(=O)/C=C/C(=O)O)c(C)c1 | 4 | -8 | 5 | 6.9% | 3 | -1.1 | -5 | -5 | -10
CC(C)N(Cc1cn(C)nc1-c1cccc(Cl)c1)CC1CCC(=O)N1 (stereo not drawn) | · | 1 | 5 | 2.9% | 3 | · | -4 | -6 | 2
COc1ccc(S(=O)(=O)Nc2cc3c(cc2C(C)=O)OCO3)cc1 | -3 | -1 | -26 | 0.3% | 10 | 0.7 | -6 | 2 | -26
COc1cccc(C(=O)CN2C(=O)C(C)(C)Oc3ccc(C(=O)N4CCCCCC4)cc32)c1 | -17 | 6 | 0 | 0.2% | 3 | -0.8 | -2 | -9 | 4
COc1ccccc1NC(=O)CSC1=Nc2ccccc2C2=NC(CCC(=O)NCCc3ccccc3)C(=O)N12 (stereo not drawn) | · | -19 | 3 | 2.1% | 2 | -0.1 | -6 | 18 | -2
CCOc1ccc(N=C2NC(=O)C(CC(=O)O)S2)cc1 (stereo not drawn) | -9 | -13 | -4 | 2.4% | 3 | -1.1 | -3 | 53* | 5
CCOc1ccc(S(=O)(=O)N2CCC(C(=O)NC3CC3)CC2)cc1C | -2 | -14 | -7 | -0.2% | 0 | -0.9 | -12 | 1 | 14
O=C(c1ccccc1)N1CCC(O)(c2cccnc2)CC1 | -14 | 7 | -3 | -1.4% | 2 | -1.6 | -1 | 8 | 3
O=C(O)C1CCN(C(=O)CSc2nc3ccccc3c(=O)n2-c2ccc(Cl)cc2)CC1 | -13 | -10 | 9 | -1.2% | -1 | 0.4 | 3 | 10 | -11
CCCCCCn1c(N2CCC(C(N)=O)CC2)nc2c1c(=O)n(C)c(=O)n2C | · | 3 | -13 | 10% | 3 | · | 5 | -2 | ·
CCN(CC)S(=O)(=O)c1ccc(C(=O)OCC(=O)NCCN2C(=O)CSC2=O)cc1 | -10 | -1 | 9 | 8.5% | 0 | -0.1 | 3 | -3 | 1
CCN(C(=O)CN1C(=O)COc2ccc(S(=O)(=O)N3CCOCC3)cc21)c1ccc(OC)cc1 | 9 | 18&1 | 9&5 | -0.2%&2.9% | -1&0 | -0.3&0.0 | -2&-3 | 13&1 | 18&2
CCOC(=O)C1=C(C)NC(=O)NC1c1cn(-c2ccccc2)nc1-c1ccc(OC(C)C)cc1 (stereo not drawn) | · | · | 3 | 4.0% | 9 | · | 0 | -1 | -10
CCn1c(/N=C/c2ccccc2O)nc2ccccc21 | 1 | -4 | -15 | 2.4% | 4 | 0.0 | -22 | -3 | 3
COc1ccc(CNC(=O)C2CCN(C(=O)c3ccc(F)cc3)CC2)cc1OC | 7 | 3 | -16 | 1.3% | 1 | 0.8 | 4 | 5 | -8
COc1ccc(-c2nn(-c3ccccc3)cc2/C=N/Nc2cccc(C(=O)O)c2)cc1 | 5 | -4 | -18 | -0.3% | -4 | -0.8 | 1 | 16 | 7
O=c1c2ccccc2c(C=Nc2ccccc2O)c(O)n1-c1nccs1 | -10 | 1 | -3 | 10.0% | 4 | 0.0 | -1 | 2 | -2
CCCCn1c(Nc2ccc(OC)cc2)nc2ccccc21 | 14 | 5 | 8 | 0.1% | 3 | -0.3 | -5 | -1 | -27
COCCOC(=O)c1c(C)oc2ccc(OCc3cc(C(=O)OC)oc3C)cc12 | 23 | -8 | 8 | -0.4% | 7 | -1.0 | -3 | -4 | 10
c1ccc2[nH]c(CN3CCN(c4ncnc5c4oc4ccccc45)CC3)nc2c1 | -9 | -6 | 7 | 3.4% | 0 | -0.6 | 6 | -2 | -6

Filtered by structure, the entries above containing a thiophene ring, fused or not (two)
SMILES | D2 antagonist | RXFP1 antag | D1 antag | RXFP1 agonist | D1 agonist | D2 ag | D1 PAM | TRHR PAM | D2 potentiator
c1csc(-c2cc(N3CCCCC3)c3ccccc3n2)c1 | 2 | -8 | 29 | 0.0% | 3 | 0.9 | 19 | -1 | 22
CC(C)OCCCN1CN(S(=O)(=O)c2cccs2)c2nc3ccccc3nc21 | -4 | -6 | -8 | ? | 8 | 0.1 | -4 | -3 | 2

Later entries.
SMILES | D2 antagonist | RXFP1 antag | D1 antag | RXFP1 agonist | D1 agonist | D2 ag | D1 PAM | TRHR PAM | D2 potentiator
Cc1ccc2c(c1)N(CCCC(=O)NCCC1=CCCCC1)C(=O)CO2 | -3 | 10 | -16 | 0.0% | 1 | -0.2 | 2 | -1 | -8
O=C(O)CNC(=S)N(Cc1ccccc1Cl)C1CCCC1 | -6 | 1 | 9 | -0.9% | 0 | -0.5 | 1 | -1 | -3
Cc1nc(N2CCN(c3ccccn3)CC2)c2c(C)c(C(=O)Nc3ccc(F)c(Cl)c3)sc2n1 | -20 | -6 | -18 | 9.7% | 0 | -0.6 | -2 | -2 | -2
CCOC(=O)C1=C(C)N(c2ccc(OC)cc2)C(=O)/C1=C\c1cccs1 | 1 | -2 | 6 | 2.8% | 2 | 0.4 | -2 | 25 | 9
O=C(O)CCCCCCCCc1cn(CC2CCCCC2)nn1 | 7 | · | -8 | 0.4% | 4 | 0.3 | 0 | 7 | 5
CN1CCN(C(c2cccc(Cl)c2)c2ccccc2Cl)CC1 (stereo not drawn) | 83* | -15 | 4 | 0.8% | 22 | 0.3 | -2 | -16 | -28
O=C(CSc1c2c(nc3ccc(Cl)cc13)CCCC2)N1CCCCC1 | · | -9 | -15 | 9.6% | 1 | -0.1 | 3 | -11 | -5
CC(=O)Nc1cc(NC(C)=O)cc(C(=O)OCC(=O)c2ccc3c(c2)OCO3)c1 | -12 | -20 | 2 | 4.0% | -1 | 0.2 | -6 | -4 | 10
Cc1nn2c(NCCCn3ccnc3)cc(C(C)C)nc2c1-c1ccccc1 | 0 | ? | 9 | 0.3% | -1 | -1.9 | 1 | 0 | -4
O=c1cc(Cn2ccnc2)c2cc3c(cc2o1)CCC3 | -7 | -2 | -12 | 0.7% | -2 | -1.9 | 0 | -4 | -4
COC(=O)C1=C(C)N(c2ccc(C)c(C)c2)/C(=C/c2cccs2)C1=O | 7 | 6 | -25 | 2.6% | 5 | -0.7 | 4 | -8 | -3
Cc1cc(OCC(O)CN(C)C(=O)C(C)Oc2ccccc2)ccc1Cl (stereo not drawn) | 16 | 6 | -6 | 0.4% | 10 | 0.0 | -5 | -2 | -3
CCN1CCc2c(sc(N)c2C(N)=O)C1 | 38* | 0 | -14 | 4.5% | 3 | 1.0 | 4 | -8 | 10
COc1ccc(C)cc1S(=O)(=O)n1nc(C)cc1C | -9 | -5 | 14 | 2.2% | 0 | 0.9 | -4 | 7 | 6
NC(=O)c1ccc[n+](CC(=O)c2ccc(Cl)c(Cl)c2)c1 | -20 | 2 | -83* | 0.1% | -1 | 0.2 | -4 | 3 | 3
COC(=O)CSc1nnc(CNS(=O)(=O)c2ccc(C)cc2)n1C | -17 | -4 | 5 | -1.6% | 2 | -0.4 | -2 | -1 | -1
CC1CCCN(CCCNC(=O)c2ccc3c(c2)N(Cc2ccc(Cl)cc2)C(=O)c2ccccc2S3(=O)=O)C1 (stereo not drawn) | · | -22 | -35* | 0.1% | 60* | 0.1 | -1 | -7 | -22
O=C(Nc1ccc(-c2nc3cc(Cl)ccc3o2)cc1)c1cc2ccccc2o1 | · | 3 | -27 | ? | 1 | -0.2 | -1 | -3 | -5
CC(C)C(NC(=O)OCc1ccccc1)C(=O)NCC(=O)OC(C)(C)C (stereo not drawn) | 1 | -6 | 15 | 2.7% | 3 | 0.2 | -12 | -1 | -3
CCN(C(=O)C1CCC(CNS(=O)(=O)c2cccc3nsnc23)CC1)c1ccccc1 (stereo not drawn) | · | -10 | -18 | -0.7% | 5 | 0.2 | -3 | -12 | 23
CCN(C(=O)Cn1nc(Cc2ccncc2)c2ccccc2c1=O)c1cccc(Cl)c1 | · | -9 | -83* | 4.6% | 0 | -0.1 | -2 | 0 | -5
COc1ccc(/C=C/C(=O)Nc2cc(C)nn2-c2nc3ccccc3n2Cc2cccc([N+](=O)[O-])c2)cc1 | -2 | · | -22 | 3.1% | 3 | -1.0 | -3 | -2 | -7
Cc1ccccc1CNC(=O)CN1C(=O)CSc2ccc(S(=O)(=O)N(C)C)cc21 | · | · | -20 | -0.6% | 2 | -0.2 | 1 | 11 | -5
O=C(NCCc1ccc(Cl)cc1)c1cc(-c2ccccn2)nc2ccccc12 | -5 | -10 | 4 | 0.0% | 9 | -0.3 | 0 | 49* | 12
CCS(=O)(=O)N1CCN(c2ccc([N+](=O)[O-])c(N3CCOCC3)c2)CC1 | 1 | 3 | 6 | -1.9% | 1 | -1.1 | -9 | -2 | 0

An excerpt from above in order of their number in RXFP1 antag, falling.
SMILES	RXFP1 antag
COC(=O)C1=C(C)N(c2ccc(C)c(C)c2)/C(=C/c2cccs2)C1=O	6
O=C(O)CNC(=S)N(Cc1ccccc1Cl)C1CCCC1	1
COc1ccc(C)cc1S(=O)(=O)n1nc(C)cc1C	-5

(further entries)
SMILES | D2 antagonist | RXFP1 antag | D1 antag | RXFP1 agonist | D1 agonist | D2 ag | D1 PAM | TRHR PAM | D2 potentiator
COc1ccc(C2c3c(n(C)c4ccccc34)C(=O)N2CC(=O)Nc2ccccc2F)cc1 (stereo not drawn) | · | -10 | 17 | 1.3% | 6 | 0.0 | -1 | -5 | -6
CCN(CC(=O)Nc1c(F)cccc1F)C(=O)CCCOc1ccc(OC)cc1 | · | -14 | -1 | 2.1% | 3 | · | -7 | -1 | ·
Cc1ccccc1CNS(=O)(=O)c1ccc2c(c1)C(C)(C)C(=O)N2C | 4 | -17 | -22 | 0.0% | -1 | 0.2 | 0 | -9 | -2
CCCOc1ccc(Cc2nn[nH]n2)cc1 | 9 | 15 | -10 | 1.5% | 3 | 0.0 | -5 | -7 | -13
COc1ccc(/C=C/c2n[nH]c(=O)c(C#N)c2C)cc1 | -14 | -3 | 6 | 0.3% | -3 | -1.1 | 4 | -8 | -5
CCCOc1cccc(-c2nnc(N)s2)c1 | -4 | -8 | -3 | 1.4% | 2 | -1.0 | -6 | -9 | -5

Compound activity as filed in PubChem BioAssay.

A portion of the library. The share of hits here may be higher or lower than overall.
